PAFAH1B3 FP inh: PAFAH1B3 enzyme inhibitors, primary screen, biochemical, fluorescence polarization, human; actives 0.28% (n = 340,000); inhibition, % at 3.39 µM; AID 492972, 2010; recombinant PAFAH1B3, FP-rhodamine probe;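 active = inhibition above the screen-wide average of all tested compounds plus 3 SD, cut at about 25% in these data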;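 note: 0% = enzyme with DMSO only and 100% = wells lacking PAFAH1B3 protein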
Target sequence (Q15102 whole entry, looked up): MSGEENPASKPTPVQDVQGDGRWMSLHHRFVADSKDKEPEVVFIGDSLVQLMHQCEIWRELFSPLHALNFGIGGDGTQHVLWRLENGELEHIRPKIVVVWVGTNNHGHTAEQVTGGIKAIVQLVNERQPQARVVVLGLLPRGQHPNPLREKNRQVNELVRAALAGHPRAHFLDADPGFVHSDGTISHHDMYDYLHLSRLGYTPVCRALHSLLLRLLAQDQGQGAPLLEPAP
LYPLA1 inh: LYPLA1 inhibitors, primary screen, counter-screen for PME1 inhibitor project, biochemical, fluorescence polarization, FP-Rh probe ABPP. Acyl-protein thioesterase 1 (Homo sapiens), O75608. recombinant LYPLA1. inhibition, % at 5.9 µM. actives 0.16% (n = 320,000). AID 2174, 2009;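 active = inhibition above the mean of all tested compounds plus 3 SD, set per campaign, cut at about 14% in these data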;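 note: inhibitors block serine hydrolase probe labeling of LYPLA1 so polarization falls; 0% = enzyme with DMSO and 100% = wells lacking LYPLA1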
Target sequence (O75608 whole entry, looked up): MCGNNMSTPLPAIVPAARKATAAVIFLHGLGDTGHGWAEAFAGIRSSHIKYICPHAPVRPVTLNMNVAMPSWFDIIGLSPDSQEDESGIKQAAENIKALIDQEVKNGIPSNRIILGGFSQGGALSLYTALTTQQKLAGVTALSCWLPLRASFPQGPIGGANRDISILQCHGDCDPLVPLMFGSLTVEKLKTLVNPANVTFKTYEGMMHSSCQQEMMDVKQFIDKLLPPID
ZTA DNA inh: blocks Epstein-Barr virus ZTA, an EBNA-1 counter-screen | P03206 | ZTA-DNA binding, fluorescence polarization | inhibition, % at 11 µM | actives 0.15% (n = 320,000); in the data active = inhibition above about 33%
PREPL inh: PREPL enzyme inhibitors, primary screen, biochemical, fluorescence polarization | Prolyl endopeptidase-like (Homo sapiens), Q4J6C6 | recombinant PREPL, fluorescence polarization activity-based probe | inhibition, % at 5.96 µM | actives 0.68% (n = 320,000) | AID 2751, 2010; in the data active = inhibition above about 43%;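 note: 0% = enzyme with DMSO and 100% = wells lacking enzyme; many of its hits are not listed in these tables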
PAFAH1B2 inh: PAFAH1B2 enzyme inhibitors, primary screen, biochemical, fluorescence polarization, human. actives 1.2% (n = 340,000). Platelet-activating factor acetylhydrolase IB subunit alpha2 (Homo sapiens), P68402. recombinant PAFAH1B2, FP-rhodamine activity probe. inhibition, % at 3.39 µM;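 active = inhibition above the mean of all tested compounds plus 3 SD, cut at about 24% in these data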;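 note: 0% = enzyme with DMSO and 100% = wells lacking PAFAH1B2; many of its hits are not listed in these tables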
Target sequence (P68402 whole entry, looked up): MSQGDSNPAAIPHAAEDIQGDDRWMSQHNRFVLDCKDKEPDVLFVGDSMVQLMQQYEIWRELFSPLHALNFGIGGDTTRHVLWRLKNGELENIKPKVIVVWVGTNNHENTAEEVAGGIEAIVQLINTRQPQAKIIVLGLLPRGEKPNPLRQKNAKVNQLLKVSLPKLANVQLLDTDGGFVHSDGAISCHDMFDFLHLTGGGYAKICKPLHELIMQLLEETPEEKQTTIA
PAFAH2 FP inh: PAFAH2 enzyme inhibitors, primary screen, biochemical, fluorescence polarization, human. Platelet-activating factor acetylhydrolase 2, cytoplasmic (Homo sapiens), Q99487. recombinant PAFAH2, FP-rhodamine activity probe. AID 492956, 2010. inhibition, % at 3.39 µM. actives 0.99% (n = 340,000);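 active = inhibition above the mean over all tested compounds plus 3 SD, cut at about 30% in these data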;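 note: inhibitors block probe labeling of enzyme so polarization drops; 0% = enzyme with DMSO and 100% = wells lacking PAFAH2 protein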
LYPLA2 counter: LYPLA2 inhibitors, primary screen, counter-screen for PME1 inhibitor project, biochemical, fluorescence polarization, FP-Rh probe ABPP; actives 0.38% (n = 320,000); AID 2177, 2009; recombinant LYPLA2; Acyl-protein thioesterase 2 (Homo sapiens), O95372; inhibition, % at 5.9 µM;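 active = inhibition above the screen-wide mean plus 3 SD, limit set per campaign, cut at about 26% in these data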;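 note: 0% = LYPLA2 with DMSO and 100% = wells lacking LYPLA2 enzyme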
Target sequence (O95372 whole entry, looked up): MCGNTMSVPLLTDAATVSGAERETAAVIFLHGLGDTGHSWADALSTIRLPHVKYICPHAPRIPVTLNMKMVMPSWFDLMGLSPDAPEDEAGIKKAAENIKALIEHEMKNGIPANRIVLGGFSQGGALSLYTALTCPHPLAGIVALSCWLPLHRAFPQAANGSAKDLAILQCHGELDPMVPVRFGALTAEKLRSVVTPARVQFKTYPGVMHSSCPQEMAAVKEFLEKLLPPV
pPAFAH FP inh: pPAFAH enzyme inhibitors, primary screen, biochemical, fluorescence polarization, human. recombinant pPAFAH, FP-rhodamine probe fluorescence polarization. actives 1.5% (n = 330,000). Platelet-activating factor acetylhydrolase (Homo sapiens), Q13093. inhibition, % at 3.39 µM;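 active = inhibition above the mean inhibition across the screen plus 3 SD, cut at about 25% in these data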;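 note: inhibitors block binding of the rhodamine activity-based probe so polarization drops; 0% = enzyme with DMSO and 100% = wells lacking pPAFAH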
EBNA-1 inh: EBNA-1 DNA-binding inhibitors, primary screen, biochemical, fluorescence polarization | inhibition, % at 14.8 µM | actives 0.34% (n = 300,000); in the data active = inhibition above about 28%
Numbers without * were called inactive; x = not tested or not shown.

No.	molecule	PREPL inh	PAFAH2 FP inh	LYPLA1 inh	ZTA DNA inh	EBNA-1 inh	pPAFAH FP inh	LYPLA2 counter	PAFAH1B3 FP inh	PAFAH1B2 inh
1	CCOC(=O)N1CCN(C(=O)CSc2nc3c(c(=O)n2-c2ccccc2OC)SCC3)CC1	2	-4	2	3	0	1	-2	6	-2
2	Cn1c(NN)nc2sc3c(c2c1=O)CCC3	7	5	-1	-4	20	8	5	9	8
3	CC(Sc1nnc(C2CC2)n1N)C(=O)NC1CCCCC1C (configuration not stated)	5	-3	-2	8	1	1	0	4	6
4	O=C(COc1ccc(Cl)cc1)N1CCN(c2ccc([N+](=O)[O-])c(N3CCCCC3)c2)CC1	27	9	66*	4	-1	4	21	-4	4
5	Cc1nn(-c2ccccc2)c(C)c1/C=N/NC(=O)CSc1nc2ccccc2c(=O)n1-c1ccc(Br)cc1	-5	-2	1	1	-1	-2	5	-8	-3
6	COc1ccccc1C(=O)N(Cc1nc(-c2ccc(Cl)cc2)no1)C(C)C	-3	6	2	18	8	11	-1	2	-3
7	CCOC(=O)C1CCN(C(=O)CN(Cc2ccccc2)S(C)(=O)=O)CC1	3	5	-1	8	0	10	-1	10	0
8	CCC(C)Nc1nc2c(c(=O)[nH]c(=O)n2C)n1CCCc1ccccc1 (configuration not stated)	15	-2	2	-14	-2	4	-5	-1	7
9	Cc1cc(C(C)(C)C)cc(S(=O)(=O)Nc2cccc(C(=O)O)c2)c1C	0	3	-2	8	3	3	-4	6	30*
10	Cc1c(NC(=S)NC(=O)c2cc3ccccc3o2)c(=O)n(-c2ccccc2)n1C	1	-5	4	11	-3	4	-3	-8	-4
11	Fc1ccc(-c2ccc(/C=N/n3cnnc3)o2)cc1	-7	-8	0	-3	10	1	6	0	11
12	Cc1cc(C)nc(NC(=O)C(C)C)n1	-4	2	1	-14	-10	3	5	-3	1
13	CCCC(=O)Nc1ccccc1NC(C)=O	3	8	-2	-2	7	7	2	0	5
14	Cc1ccc(N2CC(c3nc4ccccc4[nH]3)CC2=O)c(C)c1 (configuration not stated)	-4	-5	-2	13	1	4	1	5	0
15	O=C(CC(O)(c1ccccc1)C(F)(F)F)c1cccs1 (configuration not stated)	-4	-7	-2	-13	-6	0	1	8	22
16	O=C(Nc1ccccc1O)c1ccc(C(=O)c2ccccc2)o1	2	-2	-8	16	-1	4	-6	2	4
17	CC(=O)Nc1nnc(SCC(=O)NCc2ccc3c(c2)OCO3)s1	0	-2	2	7	7	-1	8	1	-6
18	Clc1ccc(Oc2nnnn2-c2ccccc2)cc1	7	-4	0	-10	8	0	2	4	-1
19	O=C(CN1CCC(n2nnc3cc(F)ccc32)CC1)NC1CC1	1	6	-1	-3	4	0	5	5	4
20	Cc1ccc(Cn2ccc(NC(=O)c3cc(C4CC4)on3)n2)cc1	-1	4	-1	14	9	6	10	4	7
21	Cc1cc(C)cc(NC(=O)C(=S)NCc2ccccc2)c1	10	2	-3	13	4	6	-8	6	2
22	CCOc1ccc(NC(=O)CSC2=C(C#N)C(c3ccc4c(c3)OCO4)CC(=O)N2)cc1 (configuration not stated)	13	1	-3	-1	9	11	2	7	1
23	COc1cccc2c(Cl)c(CC=C(Cl)Cl)c(C)nc12	0	1	0	0	1	2	1	3	4
24	CCc1cc2c(COC(=O)c3cccc(NS(C)(=O)=O)c3)cc(=O)oc2cc1O	5	-6	-7	-8	7	2	-13	-1	4
25	CCC1=NC(c2ccc(Br)cc2)N(O)C1(C)C (configuration not stated)	14	2	-1	-2	3	0	2	7	5
26	Cc1ccccc1NC(=S)N1CCCC1	-7	-8	-3	11	6	1	-4	2	3
27	COC(=O)c1ccc(N2C(=O)Nc3ccccc3N2O)cc1	-2	-4	-1	0	-7	2	4	4	-2
28	CCCCC(=O)NC(NC(=S)N1CCOCC1)C(Cl)(Cl)Cl (configuration not stated)	2	-4	-4	-5	0	4	1	-11	0
29	COc1ccc(-c2sc(NC(=O)c3ccc(C)cc3)nc2-c2ccc([N+](=O)[O-])cc2)cc1	3	-20	3	8	-2	-2	6	3	-6
30	Cc1ccccc1S(=O)(=O)Cc1ccc(C(=O)NCc2ccccc2)o1	0	5	1	-21	-15	7	1	2	5
31	COc1ccc(CNC(=O)c2csc(Cc3ccccc3)n2)cc1	-11	1	2	-19	14	7	6	-1	8
32	COc1cc(/C=N/NC(=O)c2cc3ccccc3[nH]2)ccc1O	39	-7	-6	-16	-8	12	1	14	17
33	O=C(Nc1cccc(F)c1)c1cc(S(=O)(=O)N2CCC(C(=O)O)CC2)ccc1F	-6	-5	-5	3	8	-1	0	10	0
34	CCc1nc(=O)c(-c2ccccc2)c(C)n1-c1ccccc1	7	-1	-1	3	-7	-1	3	-1	0
35	Cc1ccc(OCCC(=O)N(Cc2ccccc2)c2c(N)n(Cc3ccccc3)c(=O)[nH]c2=O)cc1	10	4	0	-17	9	4	1	5	1
36	CCC(C)NC(=O)CN(c1cc(C)cc(C)c1)S(=O)(=O)c1c(C)[nH]c(=O)[nH]c1=O (configuration not stated)	13	5	0	1	9	0	3	2	6
37	Cc1ccc(C(=O)C2(C)C3c4cc(Br)ccc4OC(=O)C32C(=O)c2ccco2)cc1 (configuration not stated)	-12	-6	-1	-6	0	3	-5	-1	3
38	CCn1c(SCC(=O)c2ccc(OC)cc2)nnc1C(C)NC(=O)c1ccc(OC)cc1 (configuration not stated)	22	7	1	3	-6	1	1	5	2
39	CN(C)c1ccc(-c2nc3cnccn3c2Nc2ccc3c(c2)OCCO3)cc1	40	5	-2	20	3	13	-1	10	3
40	Nc1nc(-c2cc3ccccc3o2)cs1	20	-4	-1	4	-4	4	1	2	3
41	COc1ccc(/C=N\N=C2/SC(CC(=O)O)C(=O)N2c2ccc(O)cc2)cc1OC (configuration not stated)	9	-5	-2	-14	-3	0	-6	-5	-1
42	COc1cccc(C(=O)CSc2nnc(-c3ccco3)n2CC2CCCO2)c1 (configuration not stated)	2	-2	1	8	4	2	4	3	1
43	CCC(=O)NCCn1c(C)cc2ccccc21	5	1	1	-10	-10	2	-2	0	1
44	c1ccc2c(c1)SCc1nnc(-c3ccncc3)n1-2	0	0	1	-11	-1	0	-2	8	7
45	Cc1ccc(C)c(NS(=O)(=O)c2ccc(OCC(=O)NCC3CCCO3)cc2)c1 (configuration not stated)	-8	4	-3	0	-13	28*	-11	2	5
46	O=C(CSc1ccc2nnc(-c3ccccn3)n2n1)Nc1ccccc1	-31	7	0	1	12	4	5	4	-2
47	Cc1cc(NC(=O)NCc2ccccc2)c(=O)n(Cc2ccc(F)cc2)c1	-2	-6	-3	-1	-3	-1	-8	0	-5
48	Cc1ccc[n+](-c2nc([O-])sc2/C=N/Nc2ccc([N+](=O)[O-])cc2)c1	-1	4	1	-3	-9	5	3	-1	3
49	CCOC(=O)N1CCC(NC(=O)C2CCCN(S(=O)(=O)c3ccc4c(c3)oc(=O)n4C)C2)CC1 (configuration not stated)	3	1	2	11	5	2	1	7	-1
50	Cc1ccc(S(=O)(=O)N2CCN(C(=O)c3cc(-c4cccs4)nn3-c3ccccc3)CC2)cc1	18	4	3	-17	3	4	4	0	5

One compound at a time (already shown). Order of screens: PREPL inh, PAFAH2 FP inh, LYPLA1 inh, ZTA DNA inh, EBNA-1 inh, pPAFAH FP inh, LYPLA2 counter, PAFAH1B3 FP inh, PAFAH1B2 inh
Cc1ccc[n+](-c2nc([O-])sc2/C=N/Nc2ccc([N+](=O)[O-])cc2)c1 as listed: -1, 4, 1, -3, -9, 5, 3, -1, 3
c1ccc2c(c1)SCc1nnc(-c3ccncc3)n1-2 as listed: 0, 0, 1, -11, -1, 0, -2, 8, 7

(list continues)
No.	molecule	PREPL inh	PAFAH2 FP inh	LYPLA1 inh	ZTA DNA inh	EBNA-1 inh	pPAFAH FP inh	LYPLA2 counter	PAFAH1B3 FP inh	PAFAH1B2 inh
51	C=C(C)COc1ccc(-c2ncnc(C(F)(F)F)c2-c2ccc(OC)cc2)c(O)c1	2	-10	-2	-14	-21	10	-5	-3	1
52	O=C(Nc1ccc2c(c1)OCCO2)N1CCN(c2ccccc2)CC1	21	-7	-2	-7	0	3	0	3	-5
53	CCN(CC)C(=O)C1CCN(CC2CC=CCC2)CC1 (configuration not stated)	7	12	0	8	-10	-3	-5	1	-2
54	C=C1CCN([C@@H](CC(C)C)C(=O)Nc2nc3ccc(Cl)cc3s2)S(=O)(=O)c2ccccc21	-6	-20	-12	2	3	-6	-23	-9	-9
55	CCCCC(c1nnnn1CCOC)N1CCN(C)CC1 (configuration not stated)	-2	-1	1	-13	-9	1	2	8	6
56	O=C(NCc1ccco1)C1CCN(C(=O)c2ccc(Cl)cc2)CC1	1	0	3	-5	x	4	4	12	6
57	Cc1ccnc(SCC(=O)N2CCN(c3cccc(Cl)c3)CC2)n1	34	7	4	2	6	4	8	3	4
58	CC(=O)Oc1ccc(/C(C)=N/N2CCN(Cc3ccc(C)cc3)CC2)cc1	-3	-1	0	13	-2	5	7	-3	-2
59	CCOc1ccc(CCNC(=O)COC(=O)COc2ccc(C#N)cc2)cc1OCC	1	-3	3	-13	x	11	13	-2	1
60	COc1ccc(-n2nc3c(N4CCC(C(=O)N5CCCCCC5)CC4)nnc(C)c3c2C)cc1	43	-9	-2	-33	-4	3	-3	-6	0
61	O=C(O)Cn1ncc2c1-c1ccoc1CC2	-5	1	3	-6	2	-2	7	2	2
62	CCc1cccc(NC(=O)CN(C)S(=O)(=O)c2cccs2)c1	-2	7	-3	-2	-3	1	-2	0	2
63	O=C(NCc1ccccc1Cl)/C(=C\c1cccnc1)NC(=O)c1ccccc1	17	0	-6	-2	-2	2	-5	4	4
64	Cc1cc(C)n(-c2nnc(C)n2/N=C/c2ccc(O)cc2)n1	15	-5	0	-14	-2	-4	7	1	3
65	O=C(Nc1ccncc1)c1cccc(F)c1	13	-4	-2	1	3	4	-7	0	0
66	CCOC(=O)N1CCC(N(CCOC)C(=O)Nc2ccc(Cl)cc2)CC1	-2	-1	-4	2	-16	-7	-11	3	-3
67	COc1ccc(CN2CCC(C(=O)c3cccc(Cl)c3)CC2)cc1	-4	-1	3	4	1	1	-2	1	0
68	Cc1ccc(C(=O)N2CCC(C(N)=O)CC2)cc1C	-15	0	0	-1	5	-1	0	0	5
69	O=c1c2oc3ccccc3c2ncn1Cc1ccc(F)cc1	7	-3	1	3	-3	-1	2	4	-1
70	COC(=O)CCCC1=CC2=C(c3ccccc3)C(=O)C(C)(OC(=O)C3CCCC3)C(=O)C2=CN1Cc1ccco1 (configuration not stated)	13	6	1	12	6	5	1	3	5
71	COc1ccc(NC(=O)CN2CCC(C(N)=O)(N3CCCCC3)CC2)c(OC)c1	4	0	1	11	-1	3	7	6	0
72	COc1ccc(C2C(C(C)=O)=C(O)C(=O)N2c2cccnc2)c(OC)c1 (configuration not stated)	12	-2	4	-5	14	-3	6	4	-1
73	Cc1ccc(OCCCCn2c(CO)nc3ccccc32)cc1	0	2	-2	-19	-9	8	0	6	3
74	CCOc1ncccc1C(=O)OC(C)C(=O)Nc1ccc(CC)cc1 (configuration not stated)	0	-2	-1	3	7	5	-2	0	-1
75	CCCCc1c(O)nc(SC2CC(=O)N(c3ccc(C(=O)OCC)cc3)C2=O)[nH]c1=O (configuration not stated)	-7	2	0	-5	2	3	-1	2	3

Assay outcomes from PubChem.

The list is partial; the hit share may differ from the screen's.
